Source: PubChem BioAssay (several laboratories)
T cell modulator = modulators of CD8 T cell-vesicle binding, primary screen, mouse 2C CD8+ T cells, flow cytometry | 2C CD8+ T cell-vesicle binding; active compounds read low | 330,000 compounds, 0.068% hits | calls only at 7 µM;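 active means response, share of CD8 T cells binding vesicles, and their 90th percentile fluorescence all below set limits, cut at about 80% in these data, passing the limit was not always enough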
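Benchmarks: naked versus QL9-loaded vesicles / Assay system: purified 2C TCR transgenic mouse naive CD8+ T cells / Technique: high-throughput flow cytometry with anti-B7-1 and anti-CD8 staining / Timing: Cell–vesicle co-incubation 1.5 h at 37 °C, staining 20 min on ice / Read-out: percent CD8+ FL2 mean versus row control / Probe or stimulus: QL9-loaded Drosophila micro-vesicles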
b-catenin transl = modulators of beta-catenin nuclear translocation, primary screen, imaging, HeLa cells, immunofluorescence, high-content; 190,000 compounds, 0.3% hits; nuclear translocation activity, % at 5 µM;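 active means nuclear translocation activity above 50% at 5 µM, with a well cell count of 50 or more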;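 further: per-cell ratio of nuclear to cytoplasmic median beta-catenin stain intensity; plate controls were DMSO negative control for no effect and GSK-3 inhibitor IX positive control for full effect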
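Test system: human HeLa cell line; Doses: 5 µM primary, 0.02–20 µM confirmation; Incubation: 24 h compound exposure, 37°C; Detection: beta-catenin immunofluorescence imaging with DAPI; Read-out: beta-catenin nuclear/cytoplasmic ratio, % activation.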
P. falciparum M17LAP = P. falciparum M17LAP inhibitors, primary screen, biochemical, fluorogenic H-Leu-NHMec substrate, 1536-well (AID 1619). Leucine aminopeptidase (Plasmodium falciparum (isolate 3D7)). recombinant M17LAP, H-Leu-NHMec fluorogenic kinetic assay; higher % means a stronger effect. inhibition, % at 30 µM; hits with a dose series show IC50 in µM. 220,000 compounds, 0.38% hits;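 active means compound inhibiting the enzyme by more than half at any dose during confirmatory dose-response retesting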;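 further: plate controls were full reaction with DMSO carrier for no effect and no enzyme background for full effect; strong numbers were not always called active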
Autophagy mod = autophagy modulators in MEF cells, primary screen, imaging, high-content, MEF GFP-LC3; MEF GFP-LC3 puncta imaging; test concentration mostly 10 µM; AID 463193, 2010; 190,000 compounds, 0.98% hits; calls only at 10 µM (by protocol);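 active means percentage of spot-positive cells more than 3 SD above its plate mean, without a fluorescence outlier flag or 80% toxicity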;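 further: spot-positive cell cutoff set from DMSO-treated cells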
Yfh1-off respiration = enhancers of respiration in Yfh1-depleted yeast, dose response, Friedreich's ataxia, plus single-dose screen (AID 1465). 220,000 compounds, 0.074% hits. one-dose fold induction at 50 µM; EC50 in µM for titrated hits. S. cerevisiae Yfh1-off respiration, WST-1 reduction, 72 h; higher fold induction means a stronger effect;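 active means fold induction of absorbance versus untreated yeast above a set limit, then at least 30% activation at any dose in follow-up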;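 further: activators that raise dye reduction in frataxin-depleted yeast; strong numbers were not always called active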
P. falciparum M1AAP = P. falciparum M1AAP inhibitors, biochemical, fluorogenic H-Leu-NHMec substrate, 1536-well (AID 1445) | Aminopeptidase N (Plasmodium falciparum (isolate 3D7)) | recombinant M1AAP, H-Leu-NHMec fluorogenic kinetic assay; higher % means a stronger effect | one-dose inhibition, % at 30 µM; IC50 in µM for titrated hits | 220,000 compounds, 0.42% hits;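 active means primary inhibition above the hit cutoff, then over 50% inhibition at one or more dose response concentrations, cut at about 23% in these data, passing the limit was not always enough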;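 further: plate controls were DMSO full reaction for no effect and no enzyme background for full effect; strong numbers were not always called active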
MT stabilize HCS = microtubule stabilizers in HeLa cells, primary screen, imaging, high-content imaging | HeLa tubulin immunostaining HCS, 24 h; share of cells brighter than vehicle mean+2SD | % tubulin-high responders, % at 10 µM | 200,000 compounds, 0.83% hits;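 active means plate Z-score above 3 for both tubulin-high and condensed-nucleus cell shares, with cell loss under 80%, at 10 µM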;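 further: anti alpha tubulin signal scored within the nucleus-defined area of each cell; some results filed as inactive read as strong as hits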
Dynein cargo inh = inhibitors of GR-EGFP nuclear translocation, primary screen, dynein cargo transport inhibitor project, imaging, high-content, 3617.4 mouse cells. AID 1381, 2008. 220,000 compounds, 0.47% hits. z-score, hits read low. test concentration mostly 20 µM; stimulated with dexamethasone, 1 µM; active compounds read low;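 active means plate z-score of nuclear minus cytoplasmic receptor signal below a set negative limit, without overly bright fluorescence or cell loss, cut at about -3.5 in these data, passing the limit was not always enough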;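 further: z-score of nuclear minus cytoplasmic ring GR-EGFP intensity difference per well; some compounds called inactive have numbers as strong as hits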
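medium = tetracycline-free induction medium containing charcoal-stripped FBS | also added = 1.0 µM final dexamethasone stimulus | schedule = 48 h induction, 1 h compound, 30 min dex at 37 °C | technique = fixed, Hoechst-stained cells imaged at 10x for EGFP | measure = GR-EGFP nuclear translocation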
WT yeast gro inh = growth inhibition of WT strain, primary screen, mitochondrial fusion inhibitor project, WT and mutant strains, chemical genetic; mitochondrial fusion phenotypic screen; inhibition, % at 10 µM; 190,000 compounds, 2.1% hits; in the data active means inhibition above about 58%; tested in S. cerevisiae
WT yeast gro inh mutant strain = recorded beside WT yeast gro inh, whose call it bears; inhibition, %; mitochondrial fusion phenotypic screen, mutant strain inhibition
Dynein cargo inh cytoplasmic EGFP = further read-out of Dynein cargo inh, marked with its call; z-score; measured here: cytoplasmic GR-EGFP intensity; active compounds read high
Dynein cargo inh nuclear GR-EGFP = second read-out of Dynein cargo inh, no call of its own (marks repeat the call); z-score; measured here: nuclear GR-EGFP intensity;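 lower value marks the stronger effect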
Dynein cargo inh cell count = further read-out of Dynein cargo inh, marked with its call; z-score; measured here: cell count per field
b-catenin transl cell count 5 µM = recorded beside b-catenin transl, whose call it bears; cell count; measured here: cell count, cytotoxicity flag
T cell modulator vesicle-bound % = second read-out of T cell modulator, no call of its own (marks repeat the call); double positive events, %; measured here: CD8+ vesicle-bound cell fraction;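 binding gate set so that unloaded-vesicle control wells show 10% double positive cells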
MT stabilize HCS Hoechst-high % = also measured in MT stabilize HCS; calls as there; % Hoechst-high responders; measured here: nuclear condensation Hoechst responders;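 share of cells brighter than vehicle mean plus two SD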
MT stabilize HCS cytotoxicity % = further read-out of MT stabilize HCS, marked with its call; toxicity, %; measured here: cytotoxicity by cell density;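 0% = mean cell density of plate MIN control wells and 100% = no cells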
Autophagy mod cell loss 18 h = further read-out of Autophagy mod, marked with its call; toxicity, %; measured here: cell loss, nuclei count;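 cell loss after 18 h compound exposure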
Numbers without * were called inactive; i = inactive; . = no result given. This is a subset; count on the stated rates, not on these rows.

| no. | canonical_smiles | Autophagy mod | Autophagy mod cell loss 18 h | P. falciparum M17LAP | T cell modulator vesicle-bound % | Dynein cargo inh nuclear GR-EGFP | MT stabilize HCS cytotoxicity % | b-catenin transl cell count 5 µM | b-catenin transl | Dynein cargo inh cytoplasmic EGFP | P. falciparum M1AAP | T cell modulator | WT yeast gro inh mutant strain | Yfh1-off respiration | Dynein cargo inh | Dynein cargo inh cell count | MT stabilize HCS Hoechst-high % | WT yeast gro inh | MT stabilize HCS |
| --- | --- | --- | --- | --- | --- | --- | --- | --- | --- | --- | --- | --- | --- | --- | --- | --- | --- | --- | --- |
| 1 | FC(F)(F)c1ccc(CN2CCNCC2)cc1 | i | -5 | 1% | 27 | -0.36 | 18 | 1114 | -2.8 | -0.36 | 6% | i | -3 | i | -0.81 | 1.4 | 2.2 | -6 | 4.8 |
| 2 | c1cncc(CNC2CCCC2)c1 | i | 2 | -20% | 18 | 0.17 | 7.8 | 925 | -0.2 | -0.29 | 0% | i | -12 | i | -0.13 | 0.079 | 1.7 | -21 | 2.6 |
| 3 | O=C(c1ccccc1)c1cn(CC(=O)N2CCOCC2)c2ccccc12 | i | -5 | 16% | 39 | -0.17 | 2.1 | . | . | -0.23 | 3% | i | -3 | . | -0.2 | 0.4 | 2.8 | -14 | 3.7 |
| 4 | CP(=O)(O)CCCN | i | 3 | -1% | 33 | . | 6.9 | 1001 | -2.1 | . | 7% | i | -13 | i | i | -4.6 | 2.9 | -1 | 6.3 |
| 5 | c1ccc2c3c(ccc2c1)OCC1CONC31 (stereo not given) | i | 3 | -18% | 44 | 0.41 | 1.7 | 1031 | -1.8 | -0.26 | 0% | i | -3 | i | 0.73 | -0.34 | 2.0 | 7 | 2.4 |
| 6 | CN1C(=O)c2ccccc2Sc2ccc(C(=O)N3CCC4(CC3)OCCO4)cc21 | i | -5 | -2% | 51 | 0.75 | 7.6 | 1353 | -0.8 | -0.074 | 0% | i | 10 | . | 1.3 | -1.5 | 1.9 | 16 | 2.8 |
| 7 | CCN(CC)c1nc2c(C)cccn2c(=O)c1C=C1C(=O)NC(=O)NC1=O | i | 8 | 23% | 26 | -0.078 | 3.7 | . | . | -0.3 | 2% | i | 9 | i | -0.46 | 0.6 | 2.6 | -7 | 4.0 |
| 8 | O=C1NC(=O)N(c2cccc(F)c2)C(=O)/C1=C/c1ccc(N2CCOCC2)cc1 | . | . | 9% | 29 | -0.19 | . | 1097 | -3.8 | -0.27 | 12% | i | . | i | -0.64 | 0.19 | . | . | . |
| 9 | O=Cc1cn(CCCOc2ccccc2)c2ccccc12 | i | -9 | 3% | 40 | -0.7 | 4.7 | 497 | -0.8 | -0.26 | 8% | i | 1 | i | -0.54 | 0.64 | 3.2 | 3 | 3.4 |
| 10 | COc1ccc(CN2CCN(Cc3ccccc3)CC2)c(OC)c1 | i | 25 | 4% | 11 | 0.74 | 6.5 | 1134 | 1.7 | -0.25 | 5% | i | -26 | i | 0.18 | -0.25 | 1.9 | 1 | 2.7 |
| 11 | CN1CCCC(C(=O)c2ccccc2)C1 (stereo not given) | i | 1 | 12% | 19 | -0.9 | 6.1 | 1351 | -2.1 | -0.23 | 5% | i | 12 | i | -0.47 | 1.1 | 2.2 | 12 | 1.9 |
| 12 | Cc1ccc(/C=C2/C(=O)NC(=O)N(CC3CCCO3)C2=O)s1 (stereo not given) | i | 7 | 33% | 53 | -0.0078 | 1.8 | . | . | -0.12 | 0% | i | 8 | i | 0.62 | -0.72 | 2.0 | -11 | 2.5 |

Only P. falciparum M17LAP, MT stabilize HCS Hoechst-high % and T cell modulator, for 5 of the compounds above:
| no. | Compound | P. falciparum M17LAP | MT stabilize HCS Hoechst-high % | T cell modulator |
| --- | --- | --- | --- | --- |
| 11 | CN1CCCC(C(=O)c2ccccc2)C1 (stereo not given) | 12% | 2.2 | i |
| 7 | CCN(CC)c1nc2c(C)cccn2c(=O)c1C=C1C(=O)NC(=O)NC1=O | 23% | 2.6 | i |
| 12 | Cc1ccc(/C=C2/C(=O)NC(=O)N(CC3CCCO3)C2=O)s1 (stereo not given) | 33% | 2.0 | i |
| 1 | FC(F)(F)c1ccc(CN2CCNCC2)cc1 | 1% | 2.2 | i |
| 2 | c1cncc(CNC2CCCC2)c1 | -20% | 1.7 | i |

Fetched by structure from the list above, 2 records:
| no. | canonical_smiles | Autophagy mod | Autophagy mod cell loss 18 h | P. falciparum M17LAP | T cell modulator vesicle-bound % | Dynein cargo inh nuclear GR-EGFP | MT stabilize HCS cytotoxicity % | b-catenin transl cell count 5 µM | b-catenin transl | Dynein cargo inh cytoplasmic EGFP | P. falciparum M1AAP | T cell modulator | WT yeast gro inh mutant strain | Yfh1-off respiration | Dynein cargo inh | Dynein cargo inh cell count | MT stabilize HCS Hoechst-high % | WT yeast gro inh | MT stabilize HCS |
| --- | --- | --- | --- | --- | --- | --- | --- | --- | --- | --- | --- | --- | --- | --- | --- | --- | --- | --- | --- |
| 11 | CN1CCCC(C(=O)c2ccccc2)C1 (stereo not given) | i | 1 | 12% | 19 | -0.9 | 6.1 | 1351 | -2.1 | -0.23 | 5% | i | 12 | i | -0.47 | 1.1 | 2.2 | 12 | 1.9 |
| 12 | Cc1ccc(/C=C2/C(=O)NC(=O)N(CC3CCCO3)C2=O)s1 (stereo not given) | i | 7 | 33% | 53 | -0.0078 | 1.8 | . | . | -0.12 | 0% | i | 8 | i | 0.62 | -0.72 | 2.0 | -11 | 2.5 |

(next part)
| no. | canonical_smiles | Autophagy mod | Autophagy mod cell loss 18 h | P. falciparum M17LAP | T cell modulator vesicle-bound % | Dynein cargo inh nuclear GR-EGFP | MT stabilize HCS cytotoxicity % | b-catenin transl cell count 5 µM | b-catenin transl | Dynein cargo inh cytoplasmic EGFP | P. falciparum M1AAP | T cell modulator | WT yeast gro inh mutant strain | Yfh1-off respiration | Dynein cargo inh | Dynein cargo inh cell count | MT stabilize HCS Hoechst-high % | WT yeast gro inh | MT stabilize HCS |
| --- | --- | --- | --- | --- | --- | --- | --- | --- | --- | --- | --- | --- | --- | --- | --- | --- | --- | --- | --- |
| 13 | Nc1c2c(nc3sc4c(c13)CCCCC4)CCCC2 | i | 2 | 10% | 46 | -0.0072 | 4.6 | 848 | 1.4 | -0.26 | 8% | i | 82 | i | 0.039 | -0.62 | 3.4 | 78 | 5.0 |
| 14 | c1cnc(N2CCNCC2)nc1 | i | -1 | 8% | 64 | -0.078 | 3.6 | 1065 | -1.1 | -0.31 | 5% | i | -2 | i | -0.47 | 0.24 | 2.5 | -13 | 2.5 |
| 15 | CN1CCc2nc3sc(C#N)c(N)c3c(-c3cccs3)c2C1 | i | -5 | 7% | 19 | -0.63 | 3.9 | 1240 | -14 | 0.17 | 10% | i | -3 | i | -0.68 | 1 | 3.4 | -14 | 5.4 |
| 16 | CC(C)CNC(=O)c1c(N)n(Cc2ccco2)c2nc3ccccc3nc12 | i | -9 | -72% | 13 | 0.25 | 5.5 | 1128 | 3.2 | -0.035 | 13% | i | 5 | i | 0.28 | -0.41 | 2.0 | 31 | 3.3 |

Compound profiles (already shown):
c1cnc(N2CCNCC2)nc1 in the list: Autophagy mod: i; Autophagy mod cell loss 18 h: -1; P. falciparum M17LAP: 8%; T cell modulator vesicle-bound %: 64; Dynein cargo inh nuclear GR-EGFP: -0.078; MT stabilize HCS cytotoxicity %: 3.6; b-catenin transl cell count 5 µM: 1065; b-catenin transl: -1.1; Dynein cargo inh cytoplasmic EGFP: -0.31; P. falciparum M1AAP: 5%; T cell modulator: i; WT yeast gro inh mutant strain: -2; Yfh1-off respiration: i; Dynein cargo inh: -0.47; Dynein cargo inh cell count: 0.24; MT stabilize HCS Hoechst-high %: 2.5; WT yeast gro inh: -13; MT stabilize HCS: 2.5
CC(C)CNC(=O)c1c(N)n(Cc2ccco2)c2nc3ccccc3nc12 in the list: Autophagy mod: i; Autophagy mod cell loss 18 h: -9; P. falciparum M17LAP: -72%; T cell modulator vesicle-bound %: 13; Dynein cargo inh nuclear GR-EGFP: 0.25; MT stabilize HCS cytotoxicity %: 5.5; b-catenin transl cell count 5 µM: 1128; b-catenin transl: 3.2; Dynein cargo inh cytoplasmic EGFP: -0.035; P. falciparum M1AAP: 13%; T cell modulator: i; WT yeast gro inh mutant strain: 5; Yfh1-off respiration: i; Dynein cargo inh: 0.28; Dynein cargo inh cell count: -0.41; MT stabilize HCS Hoechst-high %: 2.0; WT yeast gro inh: 31; MT stabilize HCS: 3.3
